NRP1-CendR mod – NRP-1/CendR interaction modulation. inhibition, % at 25 µM. FAM-RPARPAR peptide binding to NRP-1, fluorescence polarization. hit rate 0.85% among 360,000;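 active = inhibition or corrected inhibition above about 18%, plus a signal ratio from 0.5 to 1.5, limit read from the data, passing the limit was not always enough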; also: strong numbers were not always called active
Rpn11 block – blocks the human proteasome subunit Rpn11. human 26S proteasome, Ub4-pepOG fluorescence polarization; 20S core pre-blocked with epoxomicin. calls only at 20 µM. hit rate 0.59% among 360,000;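 active = inhibition at 20 µM, scaled to each plate's controls, above about 33%, limit read from the data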
DNMT1 block – inhibitors of human DNMT1; DNMT1 molecular beacon, Hinp1I cleavage, fluorescence; hit rate 0.83% among 360,000; inhibition (reported as % activation of signal), % at 10 µM; in the data active = inhibition above about 50%
Target sequence (P26358 504-1616 limits assumed): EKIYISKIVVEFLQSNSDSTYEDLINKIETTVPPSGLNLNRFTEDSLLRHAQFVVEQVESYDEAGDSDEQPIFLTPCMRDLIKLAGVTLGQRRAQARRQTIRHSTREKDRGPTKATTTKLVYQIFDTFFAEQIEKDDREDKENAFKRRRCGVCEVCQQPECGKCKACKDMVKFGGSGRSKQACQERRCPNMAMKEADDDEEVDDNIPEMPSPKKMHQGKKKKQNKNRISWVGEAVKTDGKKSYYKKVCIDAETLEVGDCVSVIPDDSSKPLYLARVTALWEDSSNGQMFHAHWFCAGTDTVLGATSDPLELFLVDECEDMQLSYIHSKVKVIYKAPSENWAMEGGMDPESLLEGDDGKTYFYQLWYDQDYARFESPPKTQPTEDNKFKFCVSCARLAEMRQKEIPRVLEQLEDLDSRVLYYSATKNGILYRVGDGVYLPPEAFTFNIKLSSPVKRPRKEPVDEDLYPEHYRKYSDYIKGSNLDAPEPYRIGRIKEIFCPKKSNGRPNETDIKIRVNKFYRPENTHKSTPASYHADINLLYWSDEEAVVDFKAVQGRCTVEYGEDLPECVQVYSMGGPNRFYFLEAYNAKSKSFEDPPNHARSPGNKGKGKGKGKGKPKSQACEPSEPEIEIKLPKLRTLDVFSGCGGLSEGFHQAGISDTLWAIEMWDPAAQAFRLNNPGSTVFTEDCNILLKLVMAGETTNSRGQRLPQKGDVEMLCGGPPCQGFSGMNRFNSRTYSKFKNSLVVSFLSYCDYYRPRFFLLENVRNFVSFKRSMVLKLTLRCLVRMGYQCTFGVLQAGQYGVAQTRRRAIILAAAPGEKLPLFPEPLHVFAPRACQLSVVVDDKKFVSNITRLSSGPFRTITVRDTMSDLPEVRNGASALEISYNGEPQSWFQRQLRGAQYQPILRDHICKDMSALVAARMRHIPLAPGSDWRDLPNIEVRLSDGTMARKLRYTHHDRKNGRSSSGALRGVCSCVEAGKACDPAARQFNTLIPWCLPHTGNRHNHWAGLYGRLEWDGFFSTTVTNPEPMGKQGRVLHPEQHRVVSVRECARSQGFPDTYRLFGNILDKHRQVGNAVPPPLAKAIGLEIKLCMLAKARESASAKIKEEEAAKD
NadD inh – inhibitors of Staphylococcus aureus NadD; purified NadD enzyme, colorimetric absorbance read-out; inhibition, % at 20 µM; hit rate 0.78% among 360,000; AID 602399; in the data active = inhibition above about 26%; also: some compounds past the cut are filed as inactive
SUMO1-SIM PPI – SUMO1-SIM interaction modulation; P63165; SUMO1 binding to a labelled peptide, TR-FRET, 1 h; inhibition, % at 20 µM; hit rate 0.33% among 360,000; AID 602429; in the data active = inhibition above about 37%
Scp-1 inhibitor – blocks human Scp-1 phosphatase activity | hit rate 0.88% among 340,000 | Q9GZU7 | Recombinant Scp1, phosphopeptide, malachite green phosphate absorbance | inhibition, % at 20 µM;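 active = inhibition above about 50% at 20 µM, limit read from the data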;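 also: plate controls were DMSO wells with enzyme for no effect and wells lacking enzyme for full effect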
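Assay system: SCP-1 catalytic fragment, aa 76-261 | Buffer or medium: Tris acetate buffer pH 5.5 with MgCl2 and Tween-20 | Compound: One concentration, 20 µM, with 1.0% DMSO | Also added: Phospho 17-mer peptide substrate | Signal: Absorbance at 630 nm | Incubation: 45 min enzyme reaction at room temperature | Measure: % inhibition of SCP-1 phosphate liberation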
MT1-MMP act inh – inhibitors of human MT1-MMP activation | P50281 | HT1080 RFP-PRO-GFP cells, GFP/RFP ratio fluorescence, overnight; percent of plate control window, DMSO zero | GFP/RFP ratio change, % at 20 µM | hit rate 0.061% among 360,000;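 active = GFP/RFP ratio change of at least 30% with cell ATP level not reduced by more than half and red fluorescence within 50% of control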; also: strong numbers were not always called active
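Assay system: HT1080 RFP-PRO-GFP cells. Benchmarks: DMSO vehicle wells and RFP-L50D-GFP reporter cell wells. Times: overnight cell settling, then overnight compound exposure, 37 °C, 5% CO2. Compound: 20 µM single dose, 1% DMSO. Read-out basis: GFP/RFP fluorescence ratio.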
SKN-1 inh – blocks SKN-1 activity in C. elegans; hit rate 0.49% among 360,000; inhibition, % at 21.8 µM; AID 624304; C. elegans VP596 Pgst-4::GFP/RFP ratio, acrylamide-induced, 24 h;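 active = interference check ratio from 0.5 to 1.5 plus GFP to RFP signal ratio inhibition reaching or exceeding a fixed threshold, cut at about 30% in these data, passing the limit was not always enough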; also: some compounds called inactive have numbers as strong as hits
STEP block – inhibitors of human striatal-enriched phosphatase STEP; recombinant STEP, OMFP fluorogenic substrate, fluorescence; inhibition, % at 20 µM; hit rate 0.25% among 360,000; AID 588621;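 active = inhibition at 20 µM, scaled per plate between control wells, above about 37%, limit read from the data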;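 also: 0% = DMSO with enzyme and substrate and 100% = substrate only without enzyme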
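Test system: STEP tyrosine phosphatase / Reagent: OMFP at 25 µM / Doses: 20 µM, 1% DMSO / Read-out: percent inhibition scaled to no-enzyme and uninhibited-enzyme controls, plate-pattern corrected / Detection: FITC-channel fluorescence of OMFP product / Medium: Bis-Tris buffer pH 6.0, 2.5 mM DTT, 0.005% Tween 20 / Schedule: 20 min at room temperature, dark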
LMPTP block – LMPTP (human) inhibition; inhibition, % at 20 µM; recombinant LMPTP-A, OMFP fluorogenic substrate, fluorescence intensity; hit rate 0.22% among 360,000;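 active = compounds that cut the enzyme signal by at least half of the control window in the single-dose screen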;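 also: plate controls were DMSO wells with enzyme plus substrate for no effect and substrate without enzyme for full effect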
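Buffer or medium: Bis-Tris pH 6.0, DTT, detergent; Assay system: LMPTP-A enzyme; Quantity: 0.625 nM enzyme; Detection: endpoint fluorescence intensity; Times: 50 min dark incubation at room temperature; Controls: substrate-only low control, DMSO enzyme-plus-substrate high control; Doses: single 20 µM dose; Read-out: percent inhibition versus substrate-only and uninhibited controls; Reagent: 400 µM OMFP.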
Numbers without * were called inactive; i = inactive; / = no result given; + = active, no number.

SMILES	NRP1-CendR mod	Rpn11 block	DNMT1 block	NadD inh	SUMO1-SIM PPI	Scp-1 inhibitor	MT1-MMP act inh	SKN-1 inh	STEP block	LMPTP block
Cc1ccc(-c2noc(-c3c(C)noc3C)n2)cc1	-8	i	3	1	10	6	-2	1	1	1.2
COc1ccc(CCNC(=O)CSc2ccc3ccccc3c2)cc1OC	8	i	-16	5	-3	-8	0	12	0	0.5
O=C(c1sc2ccccc2c1Cl)N1CCN(c2ccccc2F)CC1	4	i	-1	-10	-4	-12	1	-2	1	3.7
C[C@H]1CCC[C@]2(O[C@H](CCO)C[C@@H](O)[C@@H]2O)O1	5	i	3	-2	0	-2	-5	3	0	-1.8
O=C1C(Cl)=C(NCC2CCCO2)C(=O)N1C1CCCCC1 (stereo not drawn)	6	i	2	-4	-13	-5	2	-1	-2	-0.5
COc1ccc(C(=S)N2CCCCC2)cc1Br	3	i	-2	-2	7	-7	-4	18	4	1.8
CC(C)(C)c1ccc(Cn2nnc3c(=O)[nH]c(C4CCCN(C(=O)c5cccs5)C4)nc32)cc1 (stereo not drawn)	0	i	-5	22	7	-7	3	7	0	2.1
CCCCN(C)CCCNC(=O)c1cc(=O)[nH]c2ccc(S(=O)(=O)N3CCCCC3C)cc12 (stereo not drawn)	5	i	-1	-9	3	-11	1	4	-2	-4.2
COc1ccc(NC(=O)c2cc3cc(OC)ccc3oc2=O)cc1	-8	i	1	-7	-6	-11	-2	4	8	1.5
O=C(CN(Cc1ccccc1)S(=O)(=O)c1ccccc1)N/N=C/c1ccc([N+](=O)[O-])cc1	-2	i	-9	-1	-5	-5	1	0	-1	2.1
CCOc1ccc(OCCN2C(=O)NC(Cc3c[nH]c4ccccc34)C2=O)cc1 (stereo not drawn)	23	i	0	-2	1	-3	2	-9	1	0.0
COc1ccc(N2CCN(C(=O)c3ccc(Cl)c(S(=O)(=O)N4CCOCC4)c3)CC2)cc1	13	i	14	4	1	19	-5	2	6	2.6
COc1cc(C)ccc1OCC(=O)OCC(=O)NCC1CCCCC1	1	i	2	-5	1	-7	1	15	3	-1.6
COc1ccc2c(c1)C(C)CC(C)(C)N2C(=O)Nc1ccccc1 (stereo not drawn)	10	i	-10	3	1	-5	-3	25	-2	-0.6
COc1ccc(N2C3=C(CC4=C2CCCC4=O)C(=O)CCC3)cc1	17	i	-11	25	-7	-2	-11	26	0	37

A second format for some results above:
mol,NRP1-CendR mod,Rpn11 block,DNMT1 block,NadD inh,SUMO1-SIM PPI,Scp-1 inhibitor,MT1-MMP act inh,SKN-1 inh,STEP block,LMPTP block
CCCCN(C)CCCNC(=O)c1cc(=O)[nH]c2ccc(S(=O)(=O)N3CCCCC3C)cc12 (stereo not drawn),5,i,-1,-9,3,-11,1,4,-2,-4.2
COc1ccc(NC(=O)c2cc3cc(OC)ccc3oc2=O)cc1,-8,i,1,-7,-6,-11,-2,4,8,1.5
O=C(CN(Cc1ccccc1)S(=O)(=O)c1ccccc1)N/N=C/c1ccc([N+](=O)[O-])cc1,-2,i,-9,-1,-5,-5,1,0,-1,2.1

(next part)
SMILES	NRP1-CendR mod	Rpn11 block	DNMT1 block	NadD inh	SUMO1-SIM PPI	Scp-1 inhibitor	MT1-MMP act inh	SKN-1 inh	STEP block	LMPTP block
COc1cccc(CCC(=O)N2CCC(n3nccc3NC(=O)CC(C)C)CC2)c1	1	i	-4	-3	102*	-5	-2	9	-2	0.6
NC(=O)C1(Nc2ccc([N+](=O)[O-])cc2)CCCC1	-4	i	3	1	-16	-7	-2	8	3	-1.3
COc1ccc(CC(=O)n2[nH]c(=O)c3ccccc3c2=O)cc1OC	0	i	2	-6	-15	-11	7	6	1	-0.1
O=c1cc(CN2CCOCC2)c2c(ccc3ccccc32)o1	12	i	1	1	-19	3	-2	14	-3	-1.5
Cc1ccc2c(c1)NC(C(C)(C)C)CO2 (stereo not drawn)	-4	i	1	0	1	-5	1	-11	-2	-2.2
CS(=O)(=O)Nc1ccc(Br)cc1	6	/	/	4	0	/	9	-8	/	-0.9
CCc1nnc(NS(=O)(=O)c2ccc(NC(=O)c3ccc(S(=O)(=O)N(CC)CC)cc3)cc2)s1	3	i	2	4	3	-19	-5	0	1	-0.5
CC1CN(S(=O)(=O)c2cc(C(=O)N3CCCCC3C)ccc2Cl)CC(C)O1 (stereo not drawn)	-5	i	5	2	0	-1	-3	1	0	-0.6
CCn1nc(C)c(NC(=O)CCCSc2nc(-c3ccco3)cc(C(F)(F)F)n2)c1C	9	i	2	-2	-8	-10	3	-24	-1	-0.7
CCN(CC(=O)NCc1cccs1)c1ccc(S(=O)(=O)N2CCCC2)cn1	-9	i	0	-4	-6	-3	-2	-6	-2	-1.2
CC1Cc2ccccc2N1C(=O)C1CCN(S(=O)(=O)c2cccs2)CC1 (stereo not drawn)	7	i	-5	-3	0	0	0	0	2	-1.2
N#Cc1c(-c2ccccc2)ccn(Cc2ccc(Cl)cc2)c1=O	-11	i	-2	-3	-12	-11	-3	-18	2	-0.6
CN(C(=O)c1ccc(F)cc1)c1ccc(OCC(=O)Nc2ccccc2C(=O)O)cc1	-3	i	10	1	8	3	1	-5	0	-1.7
C=CCn1c(SCC(=O)c2c(N)n(CCC)c(=O)n(C)c2=O)nnc1-c1ccncc1	-7	i	-1	-1	2	-4	4	-4	-2	-1.2
C=CCn1c(SCC(=O)N(CC)c2c(N)n(Cc3ccccc3)c(=O)[nH]c2=O)nnc1-c1ccccc1OC	0	i	5	1	3	2	-1	1	-2	-0.1
COc1cccc(-c2nc(CS(=O)(=O)CC(=O)Nc3cc(OC)ccc3OC)c(C)o2)c1	9	i	-10	-8	4	-4	1	2	0	-0.3
O=C(c1cc(-c2ccccc2Cl)on1)N1CCN(C(=O)c2ccco2)CC1	-7	i	3	-1	1	0	10	-8	-1	-0.7
CCOC(=O)N1CCC(NC(=O)Cn2cc3c(n2)CCCC3)CC1	2	i	-2	5	2	-4	5	-5	1	-1.4
Nc1ccccc1C(=O)N(Cc1ccccc1)Cc1ccccc1	7	i	-2	-3	0	-7	-2	-1	-2	0.1
COc1ccc(C(=O)n2cnc3ccccc32)cc1[N+](=O)[O-]	7	i	1	2	-10	-4	-1	8	0	-0.7
COc1ccccc1CNC(=O)CCCOc1cc(=O)n(C)c2ccccc12	4	i	2	-4	8	-15	8	-2	0	-1.3
Cc1ccc(S(=O)(=O)N2C[C@H]3n4c(=O)ccc(=O)n4C[C@H](OC(=O)NCc4ccccc4F)[C@@]3(O)C2)cc1	-2	i	0	2	1	/	-3	9	1	-1.0
CC(C)[C@@H]1Cc2[nH]c(=O)[nH]c(=O)c2[C@H](c2ccc(F)cc2)O1	-3	/	/	8	0	/	1	16	/	-1.2
COc1ccc(CN(Cc2cc3cc4c(cc3[nH]c2=O)OCO4)C(=O)NC2CCCCC2)cc1	9	i	-4	10	2	14	-11	3	0	0.8
Cc1ccc(N(C)C(=O)c2cc(S(=O)(=O)N3CCCC3)cn2C)cc1	0	i	-2	-5	2	-7	-8	-9	-1	-1.0
CCOc1ccc2c(c1)c1nnc(SCC(=O)NC3CC3)nc1n2C	3	i	0	-4	-29	-7	4	12	0	1.2
COc1cccc(CN(CC(=O)NC2CCCCC2)C(=O)c2csnn2)c1	9	i	0	1	10	-1	1	-4	0	-0.8
O=C(Nc1ccccc1)/C(=C/c1ccc(F)cc1)NC(=O)c1ccco1	12	i	-1	-4	4	-7	2	0	-1	-0.7
O=C(NCC(c1ccco1)N1CCN(c2ccc(F)cc2)CC1)c1cccs1 (stereo not drawn)	-4	i	-8	-2	4	-9	6	2	3	-0.7
CCOc1ccc(-n2c(=O)[nH]cc(C(=O)N3CCc4ccccc43)c2=O)cc1	7	i	0	0	3	0	0	17	-2	-0.8
CSc1nnc(C)c(/C=C/NOCc2cccc(F)c2)n1	7	i	-13	4	2	-7	-4	-5	2	-1.2
O=C1c2ccccc2NC(c2ccc(-c3ccc(F)cc3)o2)N1O (stereo not drawn)	-27	i	-3	6	10	-4	-3	-4	1	-0.8
O=C1CCC(c2ccccc2)=NN1Cc1c(F)cccc1Cl	-2	i	1	-10	-2	-14	0	10	13	1.3
O=C(CCCOc1ccccc1)Nc1cccc(S(=O)(=O)N2CCOCC2)c1	2	i	13	0	-1	-5	5	-1	2	-1.7
CCN(CC)Cc1c(C(=O)N/N=C/c2ccc(OCc3ccccc3C)cc2)nnn1-c1nonc1N	1	i	3	6	-4	-11	2	11	2	4.3
C[C@H](NC(=O)c1ncn2c1C(=O)NC[C@@H]2C)C(=O)OC(C)(C)C	-2	i	5	10	2	/	7	4	1	-0.9
CC(=O)Nc1ccc(C(=O)N(C2=NC(C)CS2)c2ccc(Cl)cc2)cc1 (stereo not drawn)	-2	i	-1	-1	-2	-2	-4	3	-1	0.4
CCOC(=O)c1c(C)n(C)c2ccc(O)c(CN3CCC(C)CC3)c12	-7	i	1	-4	0	4	3	10	-5	-0.3
COc1ccc2c(C)cc(SCC#N)nc2c1	-46	+	-5	-6	4	-4	-20	13	-1	1.0
CN(CC(=O)Nc1ccc(F)c(F)c1)S(=O)(=O)c1cccs1	0	i	1	1	2	-7	1	8	0	-0.8
CCN(CC)c1ccc2c(-c3ccc(S(=O)(=O)O)cc3S(=O)(=O)[O-])c3ccc(=[N+](CC)CC)cc-3oc2c1	147	i	14	5	14	77*	-43	66	16	15
COc1ccc(S(=O)(=O)N(C)C[C@H]2OCc3cnnn3CCCC(=O)N([C@H](C)CO)C[C@@H]2C)cc1	6	i	5	2	2	/	2	-7	2	-0.7
CCc1ccc(Nc2nnc(SC(C)C(=O)NC3CC3)s2)cc1 (stereo not drawn)	9	i	2	-1	-2	2	2	-14	-2	-0.7
O=S(=O)(c1cccc(C(F)(F)F)c1)c1ccc(O)cn1	15	i	4	-4	3	-9	2	-3	-2	-0.3
CCC(=O)Nc1ccc(C(=O)CSc2nc(N)cc(N)n2)cc1	-13	i	-1	-6	5	-3	2	2	-3	3.2
CC(=O)Nc1ccc(S(=O)(=O)C(C#N)c2nc3ccccc3nc2NCCO)cc1 (stereo not drawn)	-27	i	-7	-4	-10	-6	-2	-7	-1	-1.7
CC(C)CCNS(=O)(=O)c1cc2c3c(c1)CCN3C(=O)CC2	-2	i	3	1	0	-4	1	-10	4	-1.2
CN(Cc1ccccc1)S(=O)(=O)c1ccc(Cl)c(C(=O)N2CCC(C(N)=O)CC2)c1	-4	i	3	0	5	3	-1	13	0	-1.5
CNc1nc(N)c([N+](=O)[O-])c(N2CCCCCC2)n1	5	i	0	-7	-5	15	-3	15	0	4.4
